HT1080NT lethal: kills 2HG-producing HT-1080-NT fibrosarcoma cells. HT-1080-NT fibrosarcoma viability, CellTiter-Glo ATP luminescence, 48 h. 1.6% of 360,000 active. Potency, µM (series often up to 46.1 µM), for inactives: top-dose activity, negative = less viability, hits mostly cytotoxic;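 note: NT is the 2HG producing partner of a matched IDH1 knockdown line; potency is the fitted concentration of half-maximal effect; 0% = DMSO-treated cells and -100% = media-only wells without cells; nearly all actives have a fitted effect of over 55% in size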
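Compounds were tested in concentration-response format on HT-1080-NT cells for 48 hours at 37 degrees C. Cell viability came from CellTiter-Glo luminescence; curves were classified by r2, response magnitude and activity.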
ATXN2 expr inh: ATXN2 expression inhibition | Potency, µM (doses to about 57 µM), for inactives: at the highest dose activity change, negative = inhibition, most hits filed as inhibitors | HEK-293 ATXN2-luciferase reporter, luminescence, 24 h | 0.72% of 360,000 active | AID 1745845; note: potency is the fitted concentration of half-maximal effect; % is set by controls: 0 for no effect and ±100 for the full control effect; nearly all actives have a fitted effect of over 55% in size
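qHTS (up to 57 uM final) was run with 24 h compound exposure of reporter cells at 37 °C. Each well was multiplexed: SteadyGlo luminescence measured ATXN2-luciferase expression after a fluorogenic Gly-Phe-AFC viability readout (25 uM final).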
KB-V1 MDR tox: kills drug-selected multidrug resistant KB-V1 cells | Potency, µM (doses to about 46.1 µM), inactives show top-dose activity change, negative = cytotoxicity, actives largely listed as cytotoxic | KB-V1 MDR cells viability, CellTiter-Glo, 72 h | 3.4% of 400,000 active; note: potency is the fitted concentration of half-maximal effect; % is set by controls: 0 for no effect and ±100 for the full control effect; nearly all actives have a fitted effect of over 60% in size
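KB-V1 cells (P-gp-expressing MDR subline of KB-3-1) in phenol-red-free DMEM with 10% FBS were exposed to library compounds over a concentration series for 72 h at 37 degrees C. Viability read by CellTiter-Glo luminescence; concentration-effect curves fitted after normalization.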
ATXN viability: cell viability loss in ATXN counter-screen. S2 cells (HEK-293 line with an ATXN2-luciferase reporter) viability, CellTiter-Fluor protease fluorescence, 24 h. Potency, µM (series often up to 56.7 µM), hits mostly cytotoxic. 0.49% of 400,000 active; note: potency is the fitted concentration of half-maximal effect; nearly all actives have a fitted effect of over 40% in size
MCF10A rereplic: inducers of DNA re-replication in MCF 10A breast cells; MCF 10A DNA re-replication, Hoechst nuclear intensity, 48 h; Potency, µM (series often up to 46.1 µM), for inactives: top-dose activity, positive = re-replication, usual class: activators; 2.9% of 350,000 active; AID 624296; note: potency is the fitted concentration of half-maximal effect; % of control where 0% means no effect; nearly all actives have a fitted effect of over 50% in size
SW480 rerep: induces DNA re-replication in SW480 colon adenocarcinoma cells | SW480 DNA re-replication, Hoechst DNA content imaging, 48 h | Potency, µM (doses to about 46.1 µM), inactives show at the top dose re-replication activation, usual class: activators | 1.8% of 340,000 active | AID 624297; note: potency is the fitted concentration of half-maximal effect; % of control where 0% means no effect; nearly all actives have a fitted effect of over 55% in size
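250 cells/well; 23 nL cpd via pin tool; 48 hr, 37 C, 5% CO2; Hoechst 40 min; imager read of total nuclear intensity, ex 405/em 500-530 nm.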
IL-1B inflam inh: blocks inflammasome-driven IL-1 beta release; THP-1 LPS/ATP IL-1B secretion, AlphaLISA, 16 h; hits give low values; activity change, % at 57.5 µM; 4.7% of 360,000 active; in the data active = activity change below about -50%; inconclusive = mostly about -30% to -49%; note: % is set by controls: 0 for no effect and ±100 for the full control effect
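Secreted IL-1B measured by AlphaLISA bead assay after 16 h compound exposure of THP-1 cells; compounds (final up to 57.5 uM) added 1 h before LPS (250 ng/mL) and ATP (1.25 mM) stimulation; lower signal means less secretion.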
KB-3-1 cytotox: kills parental KB-3-1 adenocarcinoma cells; KB-3-1 viability, CellTiter-Glo ATP luminescence, 72 h; Potency, µM (titrated, usually from 46.1 µM), for the others: top-dose activity change, negative = cytotoxic, actives largely listed as cytotoxic; 1.4% of 400,000 active; note: potency is the fitted concentration of half-maximal effect; % is set by controls: 0 for no effect and ±100 for the full control effect; nearly all actives have a fitted effect of over 60% in size
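Viability of parental KB-3-1 cells, measured by CellTiter-Glo luminescence, followed a 72 h incubation at 37 °C with pinned compounds in phenol-red-free DMEM containing 10% FBS.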
HT1080 IDH1KD tx: toxicity to HT-1080 IDH1 knockdown cells (counter line); AID 686971; 2% of 360,000 active; HT-1080 IDH1 knockdown viability, ATP luminescence, 48 h; Potency, µM (doses to about 46.1 µM), without a hit: top-dose activity, negative = toxicity, hits mostly cytotoxic;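 note: potency is the fitted concentration of half-maximal effect; 0% = DMSO wells and -100% = cell-free medium wells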
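After a 2 h attachment period, IDH1KD HT-1080 cells took pin-transferred compound for 48 h at 37 °C; ATP-based luminescence after 10 min room-temperature reagent incubation reported viability.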
* marks the source's active call; other numbers are inactive results; i = inactive; ? = inconclusive; . = not tested or not shown; & = joins results of further samples; [ ] = another dose, or the depositor's remark. Unless noted, calls come from the whole dose curve; as a rule, active = well fitted curve in the direction sought with a large enough effect; inconclusive = small, poorly fitted or top-dose-only effect, or another doubt; inactive = no such curve, though single readings can be large; an effect the other way counts as inactive or inconclusive.

SMILES	HT1080NT lethal	ATXN2 expr inh	KB-V1 MDR tox	ATXN viability	MCF10A rereplic	SW480 rerep	IL-1B inflam inh	KB-3-1 cytotox	HT1080 IDH1KD tx
Cn1nc(C(=O)N2CCCC2)c2ccccc2c1=O	-4%	0%	?	i	4%	-4%	7	-10%	2%
CCCN(CC1CC1)C(=S)NC(=O)c1cc(Br)ccc1Cl	-9%	-21%	-8%	i	11%	?	31	-10%	-20%
O=c1c2ccccc2nc(SCc2cccc(F)c2)n1Cc1ccco1	-23%	-15%	7.3µM*	i	?	-1%	-4	?	-27%
C/C(Cc1ccccc1)=N\NC(=O)CNC(=O)c1ccc(C(C)(C)C)cc1	-5%	5%[11.3 µM]	4%	i	-10%	-6%	13	10%	3%
CCOC(=O)C1=NN(c2cccc(Cl)c2)C2=NC(C)=C(C(=O)OC)C(c3cccs3)N12 (stereo not given)	-6%	.	-8%	.	8%	-31%[inhibitor]	-5	-8%	-17%
CCC(=O)N=c1sc2c(OC)ccc(OC)c2n1C	16%	8%	-3%	i	14%	1%	18	15%	16%
COC(=O)CC1Oc2ccc(Cl)cc2-n2cc(-c3ccc(C)cc3)nc21 (stereo not given)	.	-2%	-13%	i	.	.	.	0%	.
CCOC(=O)CSc1ccc(C(=O)NCCCN2CCOCC2)cc1[N+](=O)[O-]	16%	.	?	i	-5%	1%	-5	5%	4%
CCCCC(=O)NC(c1ccccc1Cl)c1ccc2cccnc2c1O (stereo not given)	?	2.8µM*	?	?	?	?	121	?	?
CCOCCCNC(=O)c1c[nH]c2cc(OC)ccc2c1=O	13%	4%	-11%	i	-4%	-1%	-12	?	19%

Laid out differently: results already given.
canonical_smiles,HT1080NT lethal,ATXN2 expr inh,KB-V1 MDR tox,ATXN viability,MCF10A rereplic,SW480 rerep,IL-1B inflam inh,KB-3-1 cytotox,HT1080 IDH1KD tx
CCC(=O)N=c1sc2c(OC)ccc(OC)c2n1C,16%,8%,-3%,i,14%,1%,18,15%,16%
CCCCC(=O)NC(c1ccccc1Cl)c1ccc2cccnc2c1O (stereo not given),?,2.8µM*,?,?,?,?,121,?,?

(further entries)
SMILES	HT1080NT lethal	ATXN2 expr inh	KB-V1 MDR tox	ATXN viability	MCF10A rereplic	SW480 rerep	IL-1B inflam inh	KB-3-1 cytotox	HT1080 IDH1KD tx
Nc1nc2ccccc2n1Cc1ccc(Cl)c(Cl)c1	?	?	-10%	i	-6%	?	-92*	-8%	?
CCc1cc(=O)oc2c(C)c(O[C@@H]3O[C@H](CO)[C@@H](O)[C@H](O)[C@H]3O)ccc12	-6%	-8%	?	.	-2%	?	10	8%	0%
CN(C)/C=C1\SC(=S)N(N2C(=O)C3C4C=CC(C4)C3C2=O)C1=O (stereo not given)	1%	10%	?	i	-4%[9.22 µM]	-20%	26	18%	-6%
CC(C)C[C@H]1CN(CCCC[C@H]2CNC(=O)C(=O)N2CCc2ccccc2)C(=O)C(=O)N1CCC1CCCCC1	1%	10%	6%	i	.	.	0	3%	0%
CCN(CC)c1ccc(NC(=O)CSc2nc3ccccc3c(=O)n2-c2cc(S(=O)(=O)N(C)C)ccc2C)cc1	-5%	3%	-2%	i	-8%	-2%	-2	2%	-1%
COc1cc(Cc2cc(N)nc(N)n2)cc(OC)c1OC	8%	-18%	13%	?	-4%	-2%	-12	4%	17%
O=C(COc1c(Cl)cccc1Cl)Nc1ccccc1N1CCCC1	0%	7%	.	i	?	11%	-1	.	4%
CCN(CC(=O)Nc1c(F)cccc1F)C(=O)CCNC(=O)c1ccc([N+](=O)[O-])cc1	8%	7%	8%	i	-2%	-1%	1	-3%	12%
COc1ccc(C(=O)N(CCCO)Cc2cc3c(C)ccc(C)c3[nH]c2=O)cc1OC	-3%	3%	-5%	i	-5%	-5%	-7	13%	-1%
CCCCC(=O)N/N=C/c1sccc1C	14%	5%	?	i	0%	1%	-7	0%	28%
Cc1csc(NC(=O)c2cc(-c3ccco3)nc3ccccc23)n1	1%	-12%	6%	i	26%	-4%	-8	-3%	-3%
COc1ccc(C2=NOC(C(=O)NCc3cccs3)C2)cc1 (stereo not given)	?	10%	2.9µM*	i	9.2µM*	-3%	36	6.5µM*	5.2µM*
Fc1ccc(Nc2nc(N3CCOCC3)nc(N3CCOCC3)n2)cc1	0%	-9%	-1%	i	-1%	13%	?	-10%	-4%
O=C(Nc1ccc2c(c1)OCO2)c1ccc(N2CCCC2)c([N+](=O)[O-])c1	-18%	2%	23µM*	i	11%	11%	.	-15%	2%
Cc1ccc(NS(=O)(=O)c2ccc3c(c2)CCC(=O)N3)cc1	-4%	3%&11%	7%&2%	i	-2%	12%	-12	0%&2%	2%
COc1ccc(Cl)cc1-c1n[nH]c(=S)n1C1CCCCC1	-4%	5%	-21%	i	5%	2%	27	-4%	-1%
O=C(O)CCC(=O)N1N=C(c2c(-c3ccccc3)c3cc(Cl)ccc3[nH]c2=O)CC1c1cccs1 (stereo not given)	4%	.	?	i	?	-2%	36	4%	5%
CC(C)NC(=S)Nc1ccc2cn[nH]c2c1	2%	4%	14%	i	2%	-10%	24	8%	4%
COc1ccc(NC(=O)c2cc(SC)ccc2Cl)cc1	-11%	2%	15µM*	i	23%	5%	?	0%	-25%
CCOC(=O)c1ccc(NC(=O)C2CC(=O)NC(=Nc3ccc(C)c(C)c3)S2)cc1 (stereo not given)	.	5%	0%	i	.	.	.	-1%	.
O=C(c1cc(-c2ccccc2)on1)N1CCN(Cc2ccc3c(c2)OCO3)CC1	-14%	-10%	?	i	-3%	-1%	0	-9%	-7%
CCOC(=O)/C=c1\s/c(=C\c2ccc(C#N)cc2)c(=O)n1CC(=O)Nc1cccc(C)c1C	2%	14%	0%	i	2.9µM*	?	39	?	2%
COc1cccc(C(O)c2nc(-c3ccccc3OC)cs2)c1 (stereo not given)	-7%	5%	-11%	i	.	.	-15	0%	0%
CC(C)(C)C(=O)NCCN1CCN(C(=O)C(C)(C)C)CC1	17%	1%	5%	i	1%	0%	9	0%	9%
COc1ccc(CC(=O)Nc2ccccc2N2CCCC2)cc1	13%	12%	-3%	i	-1%	?	24	12%	11%
COc1ccc(N(CC(=O)NN=C2CCCCCCC2)S(=O)(=O)c2ccccc2)cc1Cl	-1%	9%	4%	i	0%	2%	-20	0%	-4%
CCOC(=O)C1CCN(S(=O)(=O)c2ccc(OC)c(C(=O)N3CCCCC3)c2)CC1	16%	-23%	-25%	i	-6%	2%	-2	8%	2%
Cc1cc(=O)[nH]c(/N=C(\N)Nc2ccc3c(c2)OCCO3)n1	15%	2%	10%	i	-20%	-7%	8	8%	4%
NS(=O)(=O)c1ccc(NC(=O)CNC(=O)c2ccc3c(c2)OCO3)cc1	-1%	-6%	14%	i	-8%	-2%	7	3%	6%
CCCOC(=O)c1ccc(NC(=O)COC)cc1	2%	32%	22%	?	-13%	-6%	-19	6%	0%
COC(=O)c1c(N2C(=O)CC(Sc3ccccc3C(=O)O)C2=O)sc(C)c1C (stereo not given)	16%	-12%	5%	i	?	?	-8	2%	29%
Cc1ccc(C(=O)COC(=O)c2ccc(O)cc2)cc1	-3%	30%	5%	i	-14%	8%	-12	7%	-10%
O=C(CCC1CCCN(C(=O)c2ccc3cc[nH]c3c2)C1)NCc1ccc(F)c(F)c1 (stereo not given)	1%	0%[11.3 µM]	-6%	i	9%	4%	-30	-6%	-9%
O=c1[nH]c2ccc(Cl)cc2c(-c2ccccc2)c1[N+](=O)[O-]	0%	-21%	-27%	i	?	-2%	14	6%	-3%
COc1ccc(Cl)cc1NC(=O)c1ccc2c(c1)CCCN2S(C)(=O)=O	.	0%	-4%	?	.	.	.	13%	.
O=[N+]([O-])c1c(NCc2ccco2)ccc2nonc12	7%	33%	-2%	i	?	13%	.	7%	4%
Cc1ccc(C)c(OCC(=O)Nc2ccccc2C(=O)NC2CC2)c1	-6%	-2%	0%	i	1%	14%	70	-1%	-4%
COCCCN1C(=O)C(=O)/C(=C(/O)c2ccc(S(=O)(=O)N3CCOCC3)cc2)C1c1ccc(C)cc1 (stereo not given)	0%	-5%	.	i	?	-1%	-2	.	0%
CCN1CCN(c2ncnc3sc4c(c23)CCC(C)C4)CC1 (stereo not given)	1%	-11%	-10%	i	9%	-11%	2	10%	1%
CC(C)c1ccc(NC(=O)NN2CCOCC2)cc1	2%	.	2%	i	-1%	-76%[inhibitor]	5	0%	-8%
COc1ccc(NC(=O)CCOc2ccc(C)cc2)c(OC)c1	10%	-15%	-3%	i	-1%	-11%	2	-2%	6%
COc1ccc(CCN2C(=O)CC(Nc3ccc(N4CCOCC4)cc3)C2=O)cc1OC (stereo not given)	1%	0%	-1%	i	8%	1%	-4	-9%	7%
Cc1ccc(OCCC(=O)Nc2ccc3c(c2)OCO3)cc1	-6%	2%	11%	i	6%	-16%	?	1%	-2%
COc1cccc(/C=C/C(=O)NCCc2ccc(OC)c(OC)c2)c1	14%	3%	?	?	1%	-8%	-18	8%	8%
CC(=O)Nc1cc(-c2ccc(F)cc2)cn2c(-c3ccc(F)cc3)cnc12	?	-7%	2%	i	.	.	-5	0%	?
CCc1ccc(C(=O)NCC2(c3ccccc3)CCOCC2)o1	15%	3%	13%	?	4%	0%	-8	?	13%
COC(=O)c1ccc(NC(=O)CSc2ncc3c(n2)-c2cc(Cl)ccc2N(Cc2ccccc2)S3(=O)=O)cc1	.	7%	-3%	i	.	.	.	-3%	.
Cn1c(=O)[nH]c(=O)c2c1nc(N1CCN(CCO)CC1)n2Cc1ccccc1Cl	-7%	-20%	-13%	i	0.65µM*	-16%	4	1%	-5%
CCCCn1c(CNC(=O)Cc2ccccc2)nc2ccccc21	2%	4%	-4%	i	8%	-8%	-4	12%	3%
COc1cccc(CN2CCN(C(=O)c3cccc(OC)c3)CC2)c1	11%	?	14%	i	-2%	-22%	-17	9%	6%

Source: PubChem BioAssay (National Center for Advancing Translational Sciences (NCATS))
